MEKK2mut PB1 HTS: MEK5 binding signal on mutant MEKK2 PB1, primary screen, biochemical, multiplex bead flow cytometry, Alexa488-MEK5; Alexa488-MEK5 binding to MEKK2 mutant; percent response, % at 10 µM; 0.35% of 290,000 active; in the data active = percent response above about 24%, passing the limit was not always enough; note: inactives centre near 1; some results filed as inactive read as strong as hits
MEKK2wt PB1 HTS: modulators of MEK5 binding to wildtype MEKK2, primary screen, biochemical, multiplex bead flow cytometry, Alexa488-MEK5; Alexa488-MEK5 binding to MEKK2 WT; actives lie on both sides; AID 1531, 2009; binding response (% of control), % at 10 µM; 1.1% of 290,000 active; Mitogen-activated protein kinase kinase kinase 2 (Homo sapiens), Q9Y2U5; in the data active = binding response below about 67% or above about 130%
HCV NS3 hel inh: inhibitors of HCV NS3 helicase, primary screen, biochemical, Cy5 molecular beacon fluorescence; Hepatitis C virus NS3 helicase; NS3 helicase DNA unwinding; inhibition, % at 10.9 µM; 0.56% of 290,000 active; AID 1800, 2009;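 active = inhibition above the mean of all tested compounds plus 3 SD, set per campaign, cut at about 35% in these data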;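 note: 0% = DMSO wells and 100% = thioflavine S control wells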
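Control set: DMSO versus 110 µM thioflavine S; Material: NS3 helicase fragment of HCV; Measured by: Cy5 fluorescence at 0 and 60 min, beacon hairpin quenching; Read-out basis: percent inhibition from t60/t0 fluorescence ratio; Times: reaction time 60 min, 25 °C; Repeats: single replicate; Compound dosing: single dose, 10.9 µM nominal final, DMSO 0.8% final.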
IMP-1 inhibitor: IMP-1 metallo-beta-lactamase inhibitors, primary screen, biochemical, epi-absorbance readout, Pseudomonas aeruginosa enzyme; 0.45% of 290,000 active; metallo-beta-lactamase IMP-1 (Pseudomonas aeruginosa); purified IMP-1, nitrocefin hydrolysis, epi-absorbance fluorescence; inhibition, % at 5.6 µM;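 active = inhibition above the mean plus 3 SD of all compounds in the same screening run, cut at about 4.5% in these data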;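 note: 0% = IMP-1 with DMSO and 100% = DMSO wells lacking enzyme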
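System: purified IMP-1; amount: IMP-1 0.2 nM before substrate addition; compound: single dose, 5.6 µM; times: 25 °C, 15 min preincubation, 25 min reaction; signal: Epi-absorbance via hydrolysed-nitrocefin quenching of white-plate fluorescence, 480/530 nm, EDTA stop; benchmarks: DMSO with and without IMP-1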
FID counter: compounds displacing fluorescent DNA intercalator, primary screen, artefact control for HCV NS3 helicase inhibitor project, biochemical, FID fluorescence. DNA fluorescent intercalator displacement. inhibition, % at 7.9 µM. 0.17% of 290,000 active; in the data active = inhibition above about 37%;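 note: 0% = vehicle and 100% = reference compound; higher means more ethidium bromide displaced from hairpin DNA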
VIM-2 inh: VIM-2 metallo-beta-lactamase inhibitors, primary screen, biochemical, epi-absorbance readout, Pseudomonas aeruginosa enzyme | AID 1527, 2009 | purified VIM-2, nitrocefin hydrolysis, epi-absorbance fluorescence | 0.89% of 290,000 active | inhibition, % at 5.6 µM;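 active = inhibition above the mean of all tested compounds plus 3 SD, cutoff set per screening run, cut at about 7.5% in these data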;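 note: red hydrolysis product quenches plate fluorescence so inhibitors raise well fluorescence; 0% = enzyme with DMSO and 100% = DMSO without enzyme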
M18AAP inhibitor: PfM18AAP inhibitors, malaria aminopeptidase, primary screen, biochemical, QFRET, recombinant enzyme. M18 aspartyl aminopeptidase (Plasmodium falciparum 3D7). 1.2% of 290,000 active. inhibition, % at 7.35 µM. H-Glu-NHMec fluorogenic cleavage;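 active = inhibition above the campaign mean inhibition over all tested compounds plus 3 SD, cut at about 28% in these data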;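 note: 0% = plate median of test compound wells and 100% = 2 mM ZnCl2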
NALP1 yeast inh: NALP1 inflammasome inhibitors in reconstituted yeast, colorimetric, S. cerevisiae, triplicate retest; S. cerevisiae NALP1/ASC/caspase-1 growth, X-gal OD620, 72 h; inhibition, % at 10 µM; 0.61% of 280,000 active; AID 2071, 2009; in the data active = inhibition mostly above about 24%, no sharp cut-off; inactive = mostly below about 32%; note: some compounds called inactive have numbers as strong as hits
UBC9 SUMO inh: inhibitors of in vitro SUMOylation cascade, primary screen, biochemical, HTRF, uHTS; SUMO-conjugating enzyme UBC9 (Homo sapiens), P63279; HTRF SUMOylation assay, SAE1/SAE2 + UBC9; inhibition, % at 35 µM; 0.36% of 290,000 active; AID 2006, 2009; in the data active = inhibition above about 50%, passing the limit was not always enough; note: strong numbers were not always called active
Target sequence (P63279 whole entry, looked up): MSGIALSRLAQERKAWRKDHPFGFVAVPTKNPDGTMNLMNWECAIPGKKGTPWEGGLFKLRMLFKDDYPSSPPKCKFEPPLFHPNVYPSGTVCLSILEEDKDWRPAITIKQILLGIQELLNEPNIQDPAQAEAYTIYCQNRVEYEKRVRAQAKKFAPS
An asterisk follows results filed as active; . = not tested or not shown.

SMILES	MEKK2mut PB1 HTS	MEKK2wt PB1 HTS	HCV NS3 hel inh	IMP-1 inhibitor	FID counter	VIM-2 inh	M18AAP inhibitor	NALP1 yeast inh	UBC9 SUMO inh
Cc1cc(C)c(NC(=S)NCC2CCN(C(C)c3ccccc3)C2)c(C)c1 (stereo not drawn)	6	107	-18	-1.2	9	-0.7	53*	1	10
O=C(NCCc1ccccc1)/C(=C\c1ccc([N+](=O)[O-])cc1)NC(=O)c1ccco1	7	103	20	-0.8	-11	-1.5	11	-1	-4
O=C(CSc1nnc(-c2ccccn2)o1)Nc1cccc(Cl)c1	0	100	-3	-3.6	-12	-4.4	11	-5	-16
O=C1OCCN/C1=C\C(=O)c1ccc(Cl)cc1	1	100	6	-2.3	-13	-1.1	4	0	12
CCOc1c(O)ccc(C2NC(=O)NC(C)=C2C(=O)OC)c1[N+](=O)[O-] (stereo not drawn)	-12	82	-4	-1.6	-7	2.3	-7	13	16
CCn1ccnc1CNC(=O)c1cc(COc2ccc(F)cc2F)on1	6	107	-1	-2.8	-1	-2.7	7	-8	12
COC(=O)c1sc(NC(=S)NC(=O)c2cccc(C)c2)nc1C	0	106	11	-2.5	1	-2.0	-14	16	-6
Cc1ccc(C(=O)COC(=O)CNC(=O)c2cccs2)cc1C	-2	96	3	-2.3	-11	-1.8	-7	0	6
CCn1c(SCC(=O)NNC(=O)c2ccc(OC)cc2)nnc1C1CC1	-3	99	6	-3.9	-8	-2.5	3	19	-1
COc1cc(C)ccc1OCc1cc(C(=O)N2C[C@H]3CC[C@H]2C3)no1	-4	100	-4	-0.8	-57	-1.3	3	17	5
COc1ccccc1N1CCN(C(=O)CCC(=O)N2CCN(c3ccc(F)cc3)CC2)CC1	-11	99	4	-1.3	-44	-1.7	-1	22	-6
Cn1cc(CN2CCN(Cc3ccc4c(c3)OCO4)CC2)c(-c2ccccc2F)n1	-6	101	-1	-2.3	5	-3.2	0	21	9
Cc1ccc(Cl)cc1N1CCN(C(=O)CSc2ccsc2[N+](=O)[O-])CC1	0	102	11	-3.5	1	-0.6	3	20	7
C/C(=N\NC(=O)C(N)=O)c1ccc(O)cc1O	-2	93	-2	-2.1	-2	-3.0	6	-6	-4
COc1ccc(Cl)cc1NC(=O)CN(C)C(C)C(=O)NCC1CCCCC1 (stereo not drawn)	-2	96	1	-2.1	-31	-2.5	1	5	15
CCOc1ccccc1NC(=O)CN1CCN(C(=O)C2CCCO2)CC1 (stereo not drawn)	5	106	3	-0.7	-17	-1.2	-8	19	8
Cc1ccc(-n2c(SCC(=O)NNC(=S)Nc3ccccc3)nc3ccccc3c2=O)cc1	0	101	11	-1.7	-5	0.2	-12	5	-45
COc1ccccc1CNC(=O)C(=O)NCC1OCCN1C(=O)c1cccs1 (stereo not drawn)	-1	95	-9	-2.6	-19	-1.2	4	31	-4
CN(C)CCN1C(=O)c2oc3ccc(Cl)cc3c(=O)c2C1c1cccc(Br)c1 (stereo not drawn)	14	139*	4	-1.3	-4	-0.2	2	13	15
Cc1nc(CN2CCCCC2)cc(=O)[nH]1	-3	100	6	-0.2	-7	-1.2	0	24	16
COc1cc(C)ccc1OCCOc1c(C)cccc1Cl	.	.	-6	-1.7	-3	-0.8	6	22	4
Cc1ccc(-c2nnc(N)s2)cc1	0	100	9	-3.8	-8	-4.2	5	8	2
CCOc1ccccc1NC(=S)N1CCN(c2ccccc2)CC1	-11	96	0	-1.8	-16	-0.6	-3	-4	-2
O=C(Nc1ccc(F)cc1)c1ccccc1	-4	92	8	-5.2	-1	-1.3	0	26	6
COc1ccc2[nH]c(C)c(CCN(Cc3cccs3)C(=S)Nc3ccccc3OC)c2c1	6	108	7	-3.5	-11	-0.8	13	31	3
O=C(NC1CCCC1)c1nc2c(nnn2Cc2cccc(Cl)c2)c(=O)[nH]1	3	95	2	-4.0	-32	-2.9	2	-13	25
C(=N\c1nc2ccccc2n1CCN1CCCCC1)/c1ccc2c(c1)OCO2	10	113	9	-2.7	10	0.6	2	14	6
O=C1NC(=O)/C(=C\c2ccc(Br)o2)S1	10	101	20	-2.5	0	-3.0	11	8	23
CCOC(=O)c1cc2c(=O)n3ccccc3nc2n(CCCOC)c1=NC(=O)c1ccncc1	-5	95	-2	-0.3	-17	0.5	3	14	19
COc1ccc(-c2cc(-c3ccc(OC)cc3)[nH]n2)cc1	1	99	-12	-3.3	-25	-2.6	0	9	-10
O=C(CCC1CCCCC1)Nc1ccccc1O	-1	99	4	-3.4	-3	0.1	-2	-10	5
O=C(Nc1ccc(Br)cc1)NC1CCCCCCC1	-6	100	-6	-1.5	-8	-0.4	-3	19	-2
COc1ccc(NS(=O)(=O)c2cccc(C(=O)N/N=C(\C)c3ccc(-n4ccnc4)cc3)c2)cc1	-4	100	-4	-3.3	-5	-0.8	-7	39	3
CC1=NN(C(C#N)c2ccc(F)cc2)C(c2ccccc2)C1 (stereo not drawn)	7	109	19	-1.3	-1	-1.3	4	4	2
O=c1c2cc(NC(=S)NCc3ccccn3)ccc2nc2n1CCCCC2	-4	99	5	-3.3	-7	0.7	17	1	0
COc1ccc2[nH]c3c(c2c1)CCN1C(=O)N([C@@H](C)C(=O)NC2CCCC2)C(=O)[C@]31C	1	101	7	-5.1	-25	-1.9	3	-14	1
COC(=O)CC1C(=O)NCCN1C(=O)c1cc([N+](=O)[O-])ccc1Cl (stereo not drawn)	5	107	1	-3.9	-3	-0.9	-1	-2	0
CN(Cc1ccccc1)C(=O)COC(=O)c1cc(-c2ccc(Cl)s2)nc2ccccc12	-6	79	2	-4.7	0	-3.3	2	-14	18
Cc1ccc2[nH]c3c(c2c1)CC/C(=C/c1ccccc1)C3=O	2	100	-11	-1.7	0	-2.0	-31	23	11
Cc1cccc(Nc2nnc(SCC(=O)Nc3cccc(S(=O)(=O)N4CCCCC4)c3)s2)c1	1	102	9	-4.2	-16	-2.6	-11	12	-5
O=C(c1cccc(C(F)(F)F)c1)C1CCCN(Cc2cccn2-c2ccccn2)C1 (stereo not drawn)	0	108	-29	-3.8	24	-0.7	-7	11	-1
OC1=C(O)c2nc3cc(C(F)(F)F)ccc3nc21	7	105	0	1.3	0	17*	10	.	38
COc1ccc(OC)c(NC(=O)CSc2nnc(Cc3cccn3C)n2-c2ccc(F)cc2)c1	0	102	4	-6.3	-32	-1.7	-7	20	-1
O=C(NCc1cccs1)c1ccc(CS(=O)Cc2ccccc2Cl)o1 (stereo not drawn)	1	93	7	-3.0	-25	-0.5	-13	3	15
CCOc1cc(C2NC(=O)N(C)C(C)=C2[N+](=O)[O-])ccc1OC(C)=O (stereo not drawn)	-5	96	1	0.2	1	-2.0	6	2	17
COC(=O)c1c(-c2ccccc2)c[nH]c1C	-8	90	-10	-2.0	-3	-2.2	1	-2	2
O=C(CSCc1ccccc1)NCc1ccc2c(c1)OCO2	2	102	3	-1.7	-7	-0.2	-9	2	16
Cc1cc(C)n2nc(C(=O)OCCOc3cccc(Br)c3)nc2n1	4	100	2	-2.5	-10	-2.4	1	25	15

Entries of single compounds, quoted from the list. Screens in order: MEKK2mut PB1 HTS | MEKK2wt PB1 HTS | HCV NS3 hel inh | IMP-1 inhibitor | FID counter | VIM-2 inh | M18AAP inhibitor | NALP1 yeast inh | UBC9 SUMO inh
O=C(NCc1cccs1)c1ccc(CS(=O)Cc2ccccc2Cl)o1 (stereo not drawn) as listed: 1 | 93 | 7 | -3.0 | -25 | -0.5 | -13 | 3 | 15
OC1=C(O)c2nc3cc(C(F)(F)F)ccc3nc21 as listed: 7 | 105 | 0 | 1.3 | 0 | 17* | 10 | . | 38
O=C(c1cccc(C(F)(F)F)c1)C1CCCN(Cc2cccn2-c2ccccn2)C1 (stereo not drawn) as listed: 0 | 108 | -29 | -3.8 | 24 | -0.7 | -7 | 11 | -1
CCOc1cc(C2NC(=O)N(C)C(C)=C2[N+](=O)[O-])ccc1OC(C)=O (stereo not drawn) as listed: -5 | 96 | 1 | 0.2 | 1 | -2.0 | 6 | 2 | 17

Additional results follow:
SMILES	MEKK2mut PB1 HTS	MEKK2wt PB1 HTS	HCV NS3 hel inh	IMP-1 inhibitor	FID counter	VIM-2 inh	M18AAP inhibitor	NALP1 yeast inh	UBC9 SUMO inh
CN(C)S(=O)(=O)c1ccc(NC(=O)c2ccc3ncsc3c2)cc1	-4	99	-9	-2.3	-5	-2.8	12	1	-4
C=CCNC(=O)c1c(N)n(-c2cccc(S(N)(=O)=O)c2)c2nc3ccccc3nc12	0	95	-5	-3.0	-7	4.5	3	-3	83
CCCC1=C/C(=C/c2ccc(-c3ccccc3OC)o2)C(=O)O1	-3	86	28	0.4	-25	-0.7	1	30	16
O=C(Nc1ccc(F)cc1F)c1c(C(F)(F)F)ccnc1Oc1ccccc1	-3	99	-1	-0.4	-2	-0.7	-1	6	0
COc1cccc(/C=N/Nc2ncc(C)c(=O)[nH]2)c1OC	10	102	12	-4.8	-18	-4.1	11	1	31
Cn1c(CN2CCCC2)nc2cc(NC(=O)c3ccc(Cl)cc3)ccc21	12	115	-8	-0.6	13	-2.1	2	14	20
CCCn1c(CCC(=O)O)ccc1-c1ccccc1	2	104	-9	-3.6	-5	0.3	-4	-8	8
CN1C(=S)SC(C)(C)C1N(O)C(=O)Nc1ccc(Cl)cc1 (stereo not drawn)	-4	97	12	-4.3	2	-1.8	2	4	-2
CCCCNS(=O)(=O)c1ccc(OC)c(C)c1	-1	98	0	-3.3	-2	-2.6	1	13	-7
N#Cc1ncc(Cc2ccccc2)nc1C#N	2	98	15	-0.9	-3	-0.6	-3	21	18
CCOCCCNC(=O)Cn1ncc2c(=O)oc3ccccc3c21	9	112	4	-4.7	0	-3.1	-1	10	9
O=C(NCc1cccs1)NC1CCCCC1	0	101	-1	-0.1	2	1.1	-1	5	-10
O=C(NCCCc1ccccc1)c1cccs1	-11	84	-5	-1.5	-3	-0.5	-2	3	0
Cc1cccc(C)c1NC(=O)C1C2C=CC(C2)C1C(=O)NCc1ccccn1 (stereo not drawn)	0	97	8	-2.6	1	-3.0	-2	-13	19
CC(C)CCNC(=O)COC(=O)c1cc(Br)c(Br)s1	0	106	13	-2.6	-4	-3.0	1	3	-13
CN(C)C(=S)NC1CCS(=O)(=O)C1 (stereo not drawn)	-9	86	-4	-0.1	4	1.6	-4	0	2
O=C(c1cccn(Cc2cccc(Cl)c2)c1=O)N1CCOCC1	-17	91	1	-2.9	-3	-6.0	-6	0	11
COc1ccc(Nc2nc(C)c(-c3ccccc3)s2)cc1	15	113	-28	-0.2	-2	-2.7	1	20	-30
O=c1c2cn(Cc3ccc(F)cc3)c3ccccc3c-2nn1Cc1ccc(F)cc1	-1	98	8	-3.1	-6	-4.2	-1	15	16

Assay outcomes as filed in PubChem BioAssay.
